Assay outcomes deposited in PubChem by National Center for Advancing Translational Sciences (NCATS).
SW480 rerep = A quantitative high throughput screen for small molecules that induce DNA re-replication in SW480 colon adenocarcinoma cells; SW480 DNA re-replication, Hoechst DNA content imaging, 48 h; Potency, µM (top dose mostly 46.1 µM), inactives show at the highest dose re-replication activation, actives largely listed as activators; 340,000 tested, 1.8% active; AID 624297, 2012; also: potency is read from the fitted curve at half-maximal effect; % of control where 0% means no effect; nearly all actives have a fitted effect of over 55% in size
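Hoechst fluorescence of nuclei (405 nm excitation, 500-530 nm emission) measured by plate-scanning imager after 48 hr compound exposure at 37 C; re-replication scored as increased number of nuclei with elevated intensity.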
KB-V1 cytotox = qHTS assay for MDR1-selective chemotherapeutics: Primary screen using the drug-selected MDR subline cells KB-V1. KB-V1 MDR cells viability, CellTiter-Glo, 72 h. Potency, µM (highest dose often 46.1 µM), inactives show at the top dose activity change, negative = cytotoxicity, hits mostly cytotoxic. 400,000 tested, 3.4% active; also: potency is read from the fitted curve at half-maximal effect; % is scaled to controls: 0 for no effect and ±100 for the full control effect; nearly all actives have a fitted effect of over 60% in size
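Drug-selected KB-V1 cells, grown in DMEM lacking phenol red with 10% FBS, receive compound titrations; after three days at 37 degrees C, surviving cell ATP is quantified by CellTiter-Glo luminescence and responses normalized and curve-fitted.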
KB-3-1 cytotox = qHTS assay for MDR1-selective chemotherapeutics: Primary screen using the parental adenocarcinoma cell KB-3-1; KB-3-1 viability, CellTiter-Glo ATP luminescence, 72 h; Potency, µM (titrated, usually from 46.1 µM), inactives show top-dose activity change, negative = cytotoxic, actives largely listed as cytotoxic; 400,000 tested, 1.4% active; AID 1347075, 2019; also: potency is read from the fitted curve at half-maximal effect; % is scaled to controls: 0 for no effect and ±100 for the full control effect; nearly all actives have a fitted effect of over 60% in size
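Viability of parental KB-3-1 cells, measured by CellTiter-Glo luminescence, followed a 72 h incubation at 37 °C with pinned compounds in phenol-red-free DMEM containing 10% FBS.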
GLP1R cytotox = qHTS of GLP-1 Receptor Inverse Agonists: Cytotox Screen. AID 624418, 2012. 410,000 tested, 0.13% active. Potency, µM (doses to about 38.3 µM), without a hit: at the top dose activity change, negative = inhibition, actives largely listed as inhibitors. HEK293 cAMP-luciferase reporter cells, luminescence, 24 h;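 also: loss of luciferase light is scored as toxicity; potency is read from the fitted curve at half-maximal effect; % is scaled to controls: 0 for no effect and ±100 for the full control effect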
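To flag toxic compounds, the library was rerun on cells for 24 hr at 37 deg C and 5% CO2. Viability-linked luminescence was captured 12 min after adding luciferase detection reagent.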
HT1080 IDH1KD tx = qHTS for induction of synthetic lethality in tumor cells producing 2HG: qHTS for the HT-1080-IDH1KD cell line; HT-1080 IDH1 knockdown viability, ATP luminescence, 48 h; 360,000 tested, 2% active; Potency, µM (doses to about 46.1 µM), inactives show at the top dose activity, negative = toxicity, actives largely listed as cytotoxic;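 also: potency is read from the fitted curve at half-maximal effect; 0% = DMSO wells and -100% = cell-free medium wells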
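Assay cells: HT-1080 with IDH1 knockdown, 750 per well, RPMI/5% FBS. Exposure: 48 h at 37 °C following 2 h pre-incubation. Read: CellTiter-Glo luminescence; fitted concentration-response, curve class assigned.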
MCF10A rereplic = A quantitative high throughput screen for small molecules that induce DNA re-replication in MCF 10a normal breast cells; AID 624296, 2012; Potency, µM (highest dose often 46.1 µM), for inactives: at the highest dose activity, positive = re-replication, actives largely listed as activators; MCF 10A DNA re-replication, Hoechst nuclear intensity, 48 h; 350,000 tested, 2.9% active; also: potency is read from the fitted curve at half-maximal effect; % of control where 0% means no effect; nearly all actives have a fitted effect of over 50% in size
IL-1B inflam inh = qHTS for Inhibitors of Inflammasome Signaling: IL-1-beta AlphaLISA Primary Screen. THP-1 LPS/ATP IL-1B secretion, AlphaLISA, 16 h; active compounds read low. activity change, % at 57.5 µM. 360,000 tested, 4.7% active. AID 743279, 2014; in the data active = activity change below about -50%; inconclusive = mostly about -30% to -49%; also: % is scaled to controls: 0 for no effect and ±100 for the full control effect
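THP-1 cells pretreated 1 hr with compounds (up to 57.5 uM final), then stimulated with LPS (250 ng/mL final) plus ATP (1.25 mM final); secreted IL-1B measured by AlphaLISA after 16 hr, decreased signal indicating inhibition.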
HT1080-NT tox = qHTS for induction of synthetic lethality in tumor cells producing 2HG: qHTS for the HT-1080-NT fibrosarcoma cell line; AID 686970, 2013; Potency, µM (highest dose often 46.1 µM), inactives show at the highest dose activity, negative = less viability, most hits filed as cytotoxic; 360,000 tested, 1.6% active; HT-1080-NT fibrosarcoma viability, CellTiter-Glo ATP luminescence, 48 h;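 also: NT is the 2HG producing partner of a matched IDH1 knockdown line; potency is read from the fitted curve at half-maximal effect; 0% = DMSO-treated cells and -100% = media-only wells without cells; nearly all actives have a fitted effect of over 55% in size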
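HT-1080-NT; 750 cells/well; 5% FBS RPMI; 48 h compound, 37 degrees C; CellTiter-Glo luminescence; curve fitting and curve-class assignment.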
D3 ag = qHTS of D3 Dopamine Receptor Agonist: qHTS | D(3) dopamine receptor (Homo sapiens), P35462 | D3R DiscoveRx beta-arrestin cells, luminescence, 90 min | max activation, % | 410,000 tested, 0.58% active; in the data active = max activation above about 30%; also: 0% is about no effect; mostly tested at two doses, the higher about 12 µM
Target sequence (P35462 whole entry, looked up): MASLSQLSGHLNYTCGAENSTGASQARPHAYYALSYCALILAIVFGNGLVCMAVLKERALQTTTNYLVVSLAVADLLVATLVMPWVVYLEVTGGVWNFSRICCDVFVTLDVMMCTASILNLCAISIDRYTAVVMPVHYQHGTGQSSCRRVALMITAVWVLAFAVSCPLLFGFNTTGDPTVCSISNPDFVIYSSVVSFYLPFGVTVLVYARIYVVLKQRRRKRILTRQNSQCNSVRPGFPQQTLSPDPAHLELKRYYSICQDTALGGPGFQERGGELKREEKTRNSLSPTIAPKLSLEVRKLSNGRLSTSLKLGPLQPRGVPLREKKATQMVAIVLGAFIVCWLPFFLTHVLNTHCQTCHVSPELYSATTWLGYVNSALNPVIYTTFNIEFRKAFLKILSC
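Agonist-mode cell screen: cells plated at 1500/well and incubated overnight at 37 °C, then exposed to library compounds for 90 min at 37 °C. Detection reagent was added for 30–60 min at room temperature, and luminescence was read.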
* hit, by the source's call; ? = inconclusive; nt = no result given; & = joins results of further samples; [ ] = remark or other dose. Unless noted, calls follow the shape of the dose curve; as a rule, active = well fitted curve in the direction sought with a large enough effect; inconclusive = small, poorly fitted or top-dose-only effect, or another doubt; inactive = no such curve, though single readings can be large; an effect the other way counts as inactive or inconclusive.

SMILES	SW480 rerep	KB-V1 cytotox	KB-3-1 cytotox	GLP1R cytotox	HT1080 IDH1KD tx	MCF10A rereplic	IL-1B inflam inh	HT1080-NT tox	D3 ag
COC(=O)c1c(NC(=O)COC(=O)c2ccc(Cl)cc2[N+](=O)[O-])sc2c1CCCCC2	-4%	?	3%&21%	-4%	3%	?	1	13%	-7
Cn1nnnc1Sc1ccc(C(=O)O)cc1[N+](=O)[O-]	-81%[inhibitor]	?	9%	3%	10%	5%	9	19%	-2
COc1ccccc1C(=O)NC(=O)COC(=O)c1ccc(Cl)cc1[N+](=O)[O-]	-5%	-2%	-1%	-1%	-2%	0%	10	0%	0
COc1cc(OC)c(C2SCCN2S(=O)(=O)c2ccc(F)cc2)cc1OC (stereo not drawn)	0%	-16%	-4%	5%	11%	?	21	2%	-3
O=C(NCc1ccco1)c1sc(=S)n2c1[nH]c(=O)c1ccccc12	2%	21µM*	?	-27%	?	?	-59*	-26%	3
Cc1ccc(S(=O)(=O)N2CCOCC2)cc1C(=O)OCC(=O)Nc1ccc2c(c1)OCO2	0%	-12%	8%	-5%	-6%	0%	-6	1%	-1
CC(C)CC(=O)Nc1ccc(S(=O)(=O)NCc2ccco2)cc1	-5%	?	-1%	-12%	0%	0%	56	-9%	4
CCCCn1c(=N)n(CC(O)COc2cccc(C)c2)c2ccccc21 (stereo not drawn)	?	21µM*	21µM*	-28%	?	21%	-94*	?	1
CCn1c(C)cs/c1=N\S(=O)(=O)c1ccccc1	-4%	-14%	-7%	12%	9%	-4%	-12	0%	-14
O=C(CSCc1c(Cl)cccc1Cl)NN=C1CCCC1	11%	2%	1%	8%	-16%	16%	8	-4%	-5
CCn1c(=O)n(-c2ccc(F)cc2)c(=O)c2sc3ccccc3c21	nt	?	-3%	2%	nt	nt	nt	nt	-10
CN(CC(=O)N1CCN(Cc2ccccc2)CC1)C(=O)Cc1cccc2ccccc12	4%	-5%	-12%	-28%	0%	13%	0	7%	-16
COC(=O)C1CC(O)CN1C(=O)NC1CCCCC1 (stereo not drawn)	-4%	-14%	0%	7%	2%	-6%	1	0%	-4
CC(=O)c1ccc(NC(=O)CSc2n[nH]c(-c3cccnc3)n2)cc1	-11%	22%	-14%	-4%	3%	-17%	23	4%	5
OCC1(Cc2cccc(Cl)c2)CCCN(Cc2sc(N3CCCC3)nc2Cl)C1 (stereo not drawn)	9%	1%	-23%	0%	-9%	20%	8	-5%	-11
CC(NC(=O)CCc1ccc(S(=O)(=O)NC2CCCCC2)cc1)c1ccccc1 (stereo not drawn)	-4%	0%	0%	9%	-3%	-3%	10	-1%	-3
O=C(Cn1ccc([N+](=O)[O-])n1)NCCc1c[nH]c2ccccc12	0%	?	16%	-2%	-1%	-22%	0	2%	14
CCCCn1c(N)c(N(CCOC)C(=O)c2ccc(-c3ccc([N+](=O)[O-])cc3)o2)c(=O)[nH]c1=O	-1%	-1%	19%	1%	-21%	?	16	1%	2
Cc1c(NC(=S)NC(=O)CC(C)C)c(=O)n(-c2ccccc2)n1C	-21%	0%	-1%	0%	2%	-15%	-3	-1%	5
CNC(=O)/C(C#N)=C\c1ccc(CNS(=O)(=O)c2ccccc2)o1	-19%	0%	21%	18%	1%	-5%	7	0%	-5
Cc1ccc([C@H]2N[C@]3(CCCN(Cc4ccc(F)cc4)C3=O)[C@H]3C(=O)N(C)C(=O)[C@@H]23)cc1	nt	?	-10%	3%	-6%	nt	-25	-5%	-7
CCCCNC(=O)CCc1nc2cccnc2n1Cc1ccc(OC)cc1	-1%	-5%	-4%	1%	1%	0%	18	-3%	-8
C=Cc1ccc(Cn2c(C)c(C(=O)NCc3cccc(C(F)(F)F)c3)sc2=O)cc1	nt	?	2%	0%	5%	nt	-8	5%	4
Cc1cc(OC(=O)c2cccc(C(F)(F)F)c2)c([N+](=O)[O-])c(=O)[nH]1	-12%	3%	0%	3%	-2%	0%	-4	-8%	1
COCc1cc(C)nc(Nc2cc(C)ccc2C)c1C#N	3%	-2%	-9%	-7%	1%[9.24 µM]	0%	-5	-8%	12

Retrieved one by one from the entries so far, four records:
SMILES	SW480 rerep	KB-V1 cytotox	KB-3-1 cytotox	GLP1R cytotox	HT1080 IDH1KD tx	MCF10A rereplic	IL-1B inflam inh	HT1080-NT tox	D3 ag
CC(C)CC(=O)Nc1ccc(S(=O)(=O)NCc2ccco2)cc1	-5%	?	-1%	-12%	0%	0%	56	-9%	4
CCCCn1c(=N)n(CC(O)COc2cccc(C)c2)c2ccccc21 (stereo not drawn)	?	21µM*	21µM*	-28%	?	21%	-94*	?	1
CC(=O)c1ccc(NC(=O)CSc2n[nH]c(-c3cccnc3)n2)cc1	-11%	22%	-14%	-4%	3%	-17%	23	4%	5
COC(=O)c1c(NC(=O)COC(=O)c2ccc(Cl)cc2[N+](=O)[O-])sc2c1CCCCC2	-4%	?	3%&21%	-4%	3%	?	1	13%	-7

Further results
SMILES	SW480 rerep	KB-V1 cytotox	KB-3-1 cytotox	GLP1R cytotox	HT1080 IDH1KD tx	MCF10A rereplic	IL-1B inflam inh	HT1080-NT tox	D3 ag
COc1cccc(/C=C/C(=O)NCc2cn3cc(Cl)ccc3n2)c1	-19%	?	6%	-6%	-2%	0%	-16	-1%	-16
COc1ccc(N2CCN(CC(=O)NCc3ccc(Cl)cc3)CC2)cc1	-10%	-1%	-1%	0%	-17%	2%	-5	-23%	2
C/C(=N\NC(=S)Nc1cccc(C)c1)c1cccc(N)c1	1%	-14%	-3%	?	9%	-1%	11	9%	-1
N/C(=N\OC(=O)/C=C/c1ccccc1)c1ccccn1	-8%	25%	10%	-13%	13%	-7%	-26	12%	1
Cc1cc(C)cc(NC(=O)CSc2n[nH]c(-c3cccnc3)n2)c1	-7%	18%	0%	-6%	0%	-6%	27	18%	4
COc1ccc(NS(=O)(=O)c2cc(NC(=O)c3ccc(=O)[nH]n3)ccc2C)cc1	18µM*	?	?	?	?	?	47	26µM*	-3
COc1ccc(NC(=O)c2ccco2)cc1NC(=O)c1cccnc1	-4%	-6%	2%	0%	8%	-1%	-7	0%	-7
CC(=O)C1CCC2C3CCC4=CC(=O)CCC4(C)C3(F)C(O)CC12C (stereo not drawn)	-9%	5.2µM*	?	-13%	?	17%	-13	11%	0
O=S(=O)(N/N=C\c1ccc2c(c1)OCO2)c1ccc(Cl)cc1	-5%	4%	-1%	-7%	1%	-4%	-2	0%	-25
CC(NC(=O)C1CCC(C(C)(C)C)CC1)C(c1ccccc1)N1CCOCC1 (stereo not drawn)	?	0%	14%	-7%	-1%	12%	5	0%	2
Cc1cc(C)n2c(SC/C(O)=C(\C#N)c3nc4ccccc4[nH]3)nnc2n1	?	12%	1%	11%	-2%	2%	6	2%	7
COc1ccc(OCC(=O)N/N=C/c2ccc(N(C)C)cc2)cc1	-8%	0%	11%	-2%	6%	-4%	-1	9%	4
CCNC(=S)N(CCc1c(C)[nH]c2ccc(C)cc12)Cc1cccnc1	4%	-3%	-13%	6%	-2%	?	-1	-3%	-33
CC1(C)C[C@H]2C3=CCC4[C@@]5(C)CC[C@H](O)[C@](C)(CO)C5CC[C@@]4(C)[C@]3(C)C[C@@H](O)[C@@]2(CO)[C@@H](O)[C@@H]1O (stereo partly drawn)	6%	13%	5%	1%	-2%	1%	28	0%	-1
Cc1ccc(C(=O)Nc2nc(-c3ccc4c(c3)OCCO4)cs2)o1	nt	-1%	0%	-13%	9%	nt	-22	-4%	1
CCc1nc(NCc2ccccn2)c2oc3ccccc3c2n1	8%	?	?	-18%	-12%	20%	-68*	-22%	5
CN1CCCN(Cc2cccc3ccccc23)CC1	-1%	-2%	-2%	-28%	-1%	6%	-9	-8%	-4
COc1ccccc1NC(=O)c1ccccc1C(=O)Nc1ccccc1OC	14%	-27%	0%	-17%	-3%	0%	-67*	-5%	4
COc1ccccc1NC(=O)c1ccccc1Nc1ccccc1	13%	-12%	-7%	17%	-16%	2%	?	-11%	2
COc1ccc(OCC(=O)NCC(c2cccs2)N2CCOCC2)cc1 (stereo not drawn)	2%	-21%	0%	15%	-9%	-2%	8	-1%	1
CC(C)NC(=S)NC(=O)/C=C/c1ccc(F)cc1	-1%	0%	-1%	?	2%	?	-53*	-3%	1
C=CC[C@@H](CC(=O)N[C@@H](CO)Cc1ccccc1)C(=O)N[C@H](COC(=O)[C@@H](CC=C)Cc1ccc(F)cc1)Cc1c[nH]c2ccccc12	4%	2%	-13%	-2%	-3%	4%	-13	0%	0
COc1ccccc1CNC(=O)CCCNC(=O)c1ccc(Cl)cc1	-6%	-13%	17%	3%	10%	9%	0	12%	23
CCOc1ccccc1NC(=O)C(C)n1nnc2sc3c(c2c1=O)CCCC3 (stereo not drawn)	nt	3%	1%	3%	nt	nt	nt	nt	-8
O=C(CNS(=O)(=O)c1ccccc1)N1CCN(Cc2ccccc2)CC1	0%	nt	nt	14%	2%	3%	6	2%	-31
C[C@H](CO)N1C[C@H](C)[C@@H](CN(C)C(=O)Nc2ccccc2)Oc2ccc(NC(=O)NC3CCCCC3)cc2C1=O	1%	1%	26%	-27%	11%	-4%	19	2%	-7
CN(C)CCCNc1nc(-c2ccccc2)nc2ccccc12	5%	-10%	18%	-3%	?	0%	?	-25%	0
Fc1cccc(-c2oncc2-c2nnnn2-c2ccc(Cl)cc2)c1	-14%	-29%	-8%	2%	-9%	7%	-5	-1%	-9

Rows were taken by chance; any-hit rate near 11%.
